EPAC2 antagonist – antagonists of human EPAC2 | Q8WZA2 | EPAC2 GEF exchange of Rap1B-BODIPY-GDP, fluorescence | Potency, µM (titrated, usually from 114 µM), inactives show top-dose activity, negative = inhibition, actives largely listed as inhibitors | hit rate 0.18% among 360,000 | AID 720708; further: potency means the concentration at half of the fitted maximal effect; on the % scale 0 is the no-effect control and ±100 the full control effect; nearly all actives have a fitted effect of over 45% in size; many of its hits are not listed in these tables
Target sequence (Q8WZA2 whole entry, looked up): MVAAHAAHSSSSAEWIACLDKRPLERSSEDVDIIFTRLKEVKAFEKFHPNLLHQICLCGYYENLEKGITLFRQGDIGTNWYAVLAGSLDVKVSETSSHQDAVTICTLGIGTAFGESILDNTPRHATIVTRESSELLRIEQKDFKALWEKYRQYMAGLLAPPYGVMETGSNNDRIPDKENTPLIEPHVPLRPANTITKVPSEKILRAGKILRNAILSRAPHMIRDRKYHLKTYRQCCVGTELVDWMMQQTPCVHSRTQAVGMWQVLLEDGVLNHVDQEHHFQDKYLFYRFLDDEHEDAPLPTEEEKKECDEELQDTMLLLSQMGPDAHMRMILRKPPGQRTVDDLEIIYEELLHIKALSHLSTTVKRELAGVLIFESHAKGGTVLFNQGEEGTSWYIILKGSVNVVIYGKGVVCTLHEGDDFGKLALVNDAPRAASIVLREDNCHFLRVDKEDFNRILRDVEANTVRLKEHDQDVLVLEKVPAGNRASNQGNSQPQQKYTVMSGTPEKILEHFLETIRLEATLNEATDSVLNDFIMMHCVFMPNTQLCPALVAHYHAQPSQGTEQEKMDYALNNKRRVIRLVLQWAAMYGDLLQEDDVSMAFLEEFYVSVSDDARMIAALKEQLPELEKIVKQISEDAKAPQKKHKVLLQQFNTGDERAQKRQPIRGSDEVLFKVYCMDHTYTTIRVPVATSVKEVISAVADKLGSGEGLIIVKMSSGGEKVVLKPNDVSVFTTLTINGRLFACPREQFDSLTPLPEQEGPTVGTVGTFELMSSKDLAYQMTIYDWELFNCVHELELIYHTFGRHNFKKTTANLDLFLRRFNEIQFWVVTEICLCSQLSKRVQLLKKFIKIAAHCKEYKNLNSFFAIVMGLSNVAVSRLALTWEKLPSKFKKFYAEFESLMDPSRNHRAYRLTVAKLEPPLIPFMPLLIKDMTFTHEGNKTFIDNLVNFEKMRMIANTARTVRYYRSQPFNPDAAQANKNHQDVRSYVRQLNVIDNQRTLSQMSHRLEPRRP
EPAC2 agonist – EPAC2 (human) agonism | Q8WZA2 | AID 720711 | EPAC2 activation, biochemical qHTS; response scale: 100% = 6.5 mM cAMP response | Potency, µM (highest dose often 154 µM), for the others: at the top dose activation, actives largely listed as activators | hit rate 0.079% among 360,000; further: potency means the concentration at half of the fitted maximal effect; nearly all actives have a fitted effect of over 50% in size
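In this primary screen, activation is scored as increased exchange of BODIPY-GDP from Rap1B by 100 nM EPAC2, with 50 uM GDP as competitor. Signal is normalized to the 6.5 mM cAMP agonist control.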
Nrf2 activator – activators of Nrf2 (ARE) signaling. AREc32 ARE-luciferase reporter (MCF7-derived line), luminescence, 24 h. Potency, µM (titrated, usually from 46.1 µM), without a hit: at the highest dose activation, actives largely listed as activators. hit rate 0.31% among 410,000; further: potency means the concentration at half of the fitted maximal effect; % of control where 0% means no effect; nearly all actives have a fitted effect of over 65% in size
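Luminescent ARE reporter assay in AREc32_Fluc cells: overnight plating at 37 deg C, 24 hr compound incubation, Steady-Glo added, 30 min RT before reading.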
TGFb inhibitor – TGF-b pathway inhibition; hit rate 1.2% among 410,000; HepG2 CAGA-GFP TGF-b/SMAD3 reporter, GFP fluorescence, 18 h; TGF-beta stimulated, 500 pg/mL final; AID 588855; Potency, µM (titrated, usually from 46.1 µM), without a hit: at the top dose activity, negative = inhibition, most hits filed as inhibitors; further: potency means the concentration at half of the fitted maximal effect; on the % scale 0 is the no-effect control and ±100 the full control effect; nearly all actives have a fitted effect of over 65% in size
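Read-out: total well GFP (ex488/em500-530) summed from mean per-cell fluorescence. Cells: HEPG2 CAGA-GFP, 1% FBS DMEM, 18 h at 37 degrees C with 500 pg/mL final TGF-beta. Unstimulated wells served as the full-inhibition control; stimulated DMSO wells = 0%.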
MmCpn inh – blocks the Methanococcus maripaludis chaperonin Mm-Cpn | Potency, µM (titrated, usually from 76.9 µM), inactives show top-dose activity, negative = inhibition, hits mostly inhibitors | hit rate 0.031% among 330,000 | purified Mm-Cpn ATPase, ADP Transcreener TR-FRET | AID 504842; further: potency means the concentration at half of the fitted maximal effect; on the % scale 0 is the no-effect control and ±100 the full control effect; nearly all actives have a fitted effect of over 80% in size
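Reaction buffer contained 30 mM Tris pH 7.4, 100 mM KCl, 5 mM MgCl2 and 1 mM DTT. Mm-CPN (25 nM final) hydrolysed 10 uM ATP over 30 min at 37°C; ADP was read by HTRF.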
A549 viability – A549 cytotoxicity, counter-screen for Nrf2 inhibitors; A549 ARE-Fluc cells, CellTiter-Fluor viability, 18-24 h; Potency, µM (titrated, usually from 46 µM), for inactives: at the top dose activity change, negative = cytotoxicity, most hits filed as inhibitors; hit rate 0.16% among 390,000; AID 504648; further: potency means the concentration at half of the fitted maximal effect; on the % scale 0 is the no-effect control and ±100 the full control effect
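A549 ARE_Fluc cells in 5% FBS OPTI-MEM were exposed to compounds in concentration-response for 18-24 h at 37 deg C. Viability was read by CellTiter-Fluor fluorescence (Ex 405/Em 525) after 30 min, before the luciferase read.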
CCT modulator – cytosolic chaperonin activity modulation | purified chaperonin ATPase assay, HTRF ADP detection, 30 min | activity change, % (no concentration beside the values), hits read low | hit rate 0.3% among 360,000 | AID 651819; in the data active means activity change below about -30%; further: on the % scale 0 is the no-effect control and ±100 the full control effect
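ATPase activity: ADP formed was measured by HTRF Transcreener (665/615 nm ratio) after 30 min at 37 deg C with 10 uM ATP. Compounds screened at one 76 uM concentration against 40 or 20 nM TRiC in Tris pH 7.4/KCl/MgCl2/DTT buffer.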
Nrf2 block – inhibitors of Nrf2 signaling; AID 504444; A549 ARE-Fluc reporter, luciferase luminescence, 18-24 h; hit rate 2.1% among 360,000; Potency, µM (series often up to 46 µM), for inactives: at the highest dose activity change, negative = inhibition, hits mostly inhibitors; further: potency means the concentration at half of the fitted maximal effect; on the % scale 0 is the no-effect control and ±100 the full control effect; nearly all actives have a fitted effect of over 60% in size
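Two sequential reads on A549 ARE_Fluc cells exposed to compound for 18-24 h: a CellTiter-Fluor fluorescence read for viability, then a luciferase luminescence read for Nrf2/ARE activity.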
pAkt inh – blocks phosphorylation of Akt. Neuro2A IGF-stimulated pAkt S473 HTRF, 20 min; hits give low values. activity change, % for hits at 50 µM. hit rate 0.32% among 360,000; in the data active means activity change below about -80%; inconclusive means mostly about -51% to -80%; further: on the % scale 0 is the no-effect control and ±100 the full control effect
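Neuro2A cells (4,500/well, DMEM with 0.5% FBS) were treated with compound at a single 50 µM final concentration, stimulated with 6 nM IGF for 20 min at 37 °C, and lysed. Phospho-Akt Ser473 was read by HTRF as 665/615 ratio ×10^4.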
* hit, by the source's call; i = inactive; ? = inconclusive; . = not tested or not shown; [ ] = remark or other dose. Unless noted, the call rests on the fitted dose curve; in most records, active means well fitted curve in the direction sought with a large enough effect; inconclusive means small, poorly fitted or top-dose-only effect, or another doubt; inactive means no such curve, though single readings can be large; an effect the other way counts as inactive or inconclusive. Some of the compounds tested (hit frequency here may not be typical).

mol	EPAC2 antagonist	EPAC2 agonist	Nrf2 activator	TGFb inhibitor	MmCpn inh	A549 viability	CCT modulator	Nrf2 block	pAkt inh
O=C(CSCc1ccc([N+](=O)[O-])cc1)NC1CC2CCC1C2 (configuration not stated)	0%	1%	0.3%	-4%	2%	-3%	-2.0	-23%	i
CN(C)/C=N/c1ncc(C(=O)c2ccc(-c3ccccc3)cc2)s1	-6%	17%	5.2%	-7%	?	2%	0.8	-27%	i
Cc1cccc(OC(C)C(=O)N2CCN(Cc3ccc4c(c3)OCO4)CC2)c1 (configuration not stated)	-4%	3%	0.0%	-1%	5%	0%	-1.1	-1%	i
Cc1cc(C)n(C(=O)COc2ccc([N+](=O)[O-])cc2)n1	10%	-3%	0.3%	3%	-3%	1%	-1.6	0%	i
CCOc1ccccc1NC(=O)CN(c1ccc(OC)cc1OC)S(=O)(=O)c1ccccc1[N+](=O)[O-]	1%	9%	-0.7%	16%	0%	3%	1.5	-2%	i
Cc1noc(C)c1CSCC(=O)N(C)CC(=O)Nc1ccc(F)c(F)c1F	7%	-2%	0.1%	-8%	0%	-2%	-2.4	0%	i
CC(C)C[C@H]1COc2cccc(N3CCN(Cc4ccccc4F)CC3)c2S(=O)(=O)N1	0%	16%	4.2%	.	.	.	-1.9	.	i
COc1cccc(CNC(=O)Cn2nc(C)n3c(cc4cc(C)ccc43)c2=O)c1OC	.	.	0.5%	-25%	.	1%	.	5%	.
Cc1ccccc1N(C(=O)c1cccs1)c1nc2ccccc2s1	-4%	10%	1.6%	-5%	-8%	12%	-1.0	3%	i
CCOCCCNC(=O)c1cc(=O)[nH]c2ccc(S(=O)(=O)N3CCCC3)cc12	.	.	-1.0%	1%	.	-2%	.	15%	.
Cc1ccccc1N1CC(C(=O)NC2CCCC2)CC1=O (configuration not stated)	0%	-9%	-0.7%	5%	1%	-3%	2.6	8%	i
Cc1cc(C)cc(C(=O)NCC(=O)OC(C)C(=O)N(C)c2ccccc2)c1 (configuration not stated)	-5%	11%	0.5%	1%	2%	11%	1.7	3%	i
CCOC(=O)Cn1c(=O)oc2cc(S(=O)(=O)Nc3cc(OCC)ccc3OCC)ccc21	-5%	5%	1.8%	-9%	-1%	-2%	0.7	.	.
Cc1c2cnn(-c3ccccc3)c(=O)c2c(C)n1CCCC(=O)NCCN1CCN(C)CC1	3%	8%	0.1%	12%	1%	6%	-1.1	2%	i
COc1cccc(NC(=S)N(CCc2nc3cc(C)c(C)cc3[nH]2)Cc2cccnc2)c1	11%	-5%	0.3%	-4%	-10%	2%	-1.2	6%	i
CCN(CC)S(=O)(=O)c1cc(NC(=O)COC(=O)Cn2cnc3ccccc32)ccc1C	0%	-5%	4.5%	-3%	4%	-7%	-3.1	13%	i
CCS(=O)(=O)n1nc(C(=O)N2CCOCC2)nc1N	0%	9%	0.3%	1%	0%	-6%	0.6	-19%	i
COc1ccc(-c2ccc(C(=O)O)o2)c([N+](=O)[O-])c1	13%	3%	0.3%	4%	3%	1%	-2.1	8%	i
CN(c1ccc(C(=O)Nc2cccnc2)cc1)S(=O)(=O)c1ccc(Cl)cc1	7%	13%	-0.7%	-16%	-1%	-10%	-1.4	?	i
O=C(OCc1cnc(Cl)s1)c1cccc(Cl)c1	-18%	6%	0.2%	2%	-1%	?	-0.7	.	i
CCOC(=O)CNC(=O)CN1C(=O)CC(c2ccco2)Sc2ccccc21 (configuration not stated)	1%	2%	5.5%	-26%	1%	11%	1.3	10%	i
C[C@H]1CN([C@@H](C)CO)C(=O)CCCn2nncc2CO[C@@H]1CN(C)Cc1ccccc1	-5%	-8%	0.0%	11%	.	.	0.6	.	i
O=c1[nH]cnc2c1C(c1ccccc1)c1c(nc[nH]c1=O)O2	0%	3%	0.0%	8%	-2%	1%	-4.1	-8%	i
CCOC(=O)C1CCN(c2ccc(-c3cccs3)nn2)CC1	5%	-4%	3.9%	4%	-3%	-6%	-1.3	8%	i
COc1cccc(C(=O)O/N=C(\N)c2ccc([N+](=O)[O-])cc2)c1	1%	-3%	12%	-8%	0%	-19%	0.5	7%	i

Grouped by structure, the compounds so far with a furan ring, fused or not
mol	EPAC2 antagonist	EPAC2 agonist	Nrf2 activator	TGFb inhibitor	MmCpn inh	A549 viability	CCT modulator	Nrf2 block	pAkt inh
COc1ccc(-c2ccc(C(=O)O)o2)c([N+](=O)[O-])c1	13%	3%	0.3%	4%	3%	1%	-2.1	8%	i
CCOC(=O)CNC(=O)CN1C(=O)CC(c2ccco2)Sc2ccccc21 (configuration not stated)	1%	2%	5.5%	-26%	1%	11%	1.3	10%	i

(further entries)
mol	EPAC2 antagonist	EPAC2 agonist	Nrf2 activator	TGFb inhibitor	MmCpn inh	A549 viability	CCT modulator	Nrf2 block	pAkt inh
O=C(CCn1c(=O)c2cccn2c2cccnc21)N1CCN(c2cccc(C(F)(F)F)c2)CC1	.	.	-2.8%	11µM*	.	-5%	.	?	.
Cc1coc2c(C)c3oc(=O)c(CCC(=O)N4CCC(C(=O)NCCCC(=O)O)(c5ccccc5)CC4)c(C)c3cc12	4%	8%	0.6%	?	1%	9%	-1.4	25%	.
Cc1cccc(C)c1N=C1SC(CC(=O)Nc2c(C)cccc2C)C(=O)N1CCc1ccccn1 (configuration not stated)	-5%	2%	4.6%	0%	1%	0%	-4.0	-17%	i
O=c1[nH]cnc2c1nc(SCc1ccccc1)n2C1OC(CO)C(O)C1O (configuration not stated)	11%	0%	0.0%	?	-12%	12%	2.6	19%	i
O=C1NC(=O)/C(=C/c2ccc(-c3cccc([N+](=O)[O-])c3)o2)S1	-2%	3%	0.4%	5%	-3%	4%	0.1	?	i
Nc1nc(Cl)cc(Oc2ccc(Cl)cc2)n1	1%	7%	-0.6%	-19%	-2%	10%	-0.9	9%	i
CC1Sc2n(c3ccccc3[n+]2C)N=C1c1ccccc1 (configuration not stated)	17%	1%	?	-14%	2%	-18%	-34*	12µM*	i
Cc1c(C(=O)N2CCCC2)c(S(=O)(=O)N2CCN(c3ccccc3F)CC2)c(C)n1C	-6%	0%	-2.3%	14%	-1%	11%	-0.7	21%	i
O=C1C(Cl)=C(N2CCC(C(=O)O)CC2)C(=O)c2ccccc21	?	10%	?	?	-5%	-13%	-2.0	-9%	i
COc1ccccc1N(CC(=O)N(CC(C)C)CC(C)C)S(=O)(=O)c1cccs1	-24%	8%	-0.3%	-14%	1%	-4%	1.9	?	i
COc1ccc(CNC(=O)c2c3c(nc4ccccc24)C(=O)N(C2CCCCC2)C3)c(OC)c1	.	.	2.9%	1%	.	-15%	.	?	.
COc1ccc2[nH]c3c(c2c1)CCN1C(=O)C(CC(=O)NCCC2=CCCCC2)C[C@H](C(=O)N2CCOCC2)[C@@]31CCC1CCCC1 (some centres not stated)	4%	2%	-0.3%	2%	0%	-2%	1.9	21%	i
c1ccc(CCC2Cc3ccccc3N2)cc1 (configuration not stated)	-14%	7%	0.3%	3%	0%	1%	-5.3	2%	i
Cc1ccc(C(=O)Nc2cccc(NC(=O)c3ccc(C)cc3)n2)cc1	-10%	8%	0.7%	14%	.	-6%	-1.1	-9%	i
O=C(c1cc2ccccc2oc1=O)N(Cc1cccc(Cl)c1)C1CCS(=O)(=O)C1 (configuration not stated)	.	.	2.7%	-3%	.	3%	.	2%	.
O=C(CN1C(=O)NC2(CCCCCCC2)C1=O)NCc1cccs1	-5%	4%	0.0%	7%	2%	-5%	1.5	0%	i
C=CCc1ccc(OCCOc2cccc3ccc(C)nc23)c(OC)c1	-12%	16%	0.0%	-9%	-10%	?	1.2	?	i
CCCN(c1c(C)n(C)n(-c2ccccc2)c1=O)S(=O)(=O)c1ccc(C)cc1	.	.	-0.4%	-14%	.	8%	.	5%	.
COc1ccc(CCCNC(=O)C2Cc3c(-c4cccc(C(C)=O)c4)ccnc3O2)cc1 (configuration not stated)	-3%	9%	4.7%	?	.	.	0.0	.	i
CCNC(=O)C1(C)CCN(Cc2ccc(C(F)(F)F)cc2)C1 (configuration not stated)	-7%	4%	0.2%[9.22 µM]	23%	.	.	1.6	.	i
Cc1nnc(NC(=O)CN2C(=O)NC3(CCCC3)C2=O)s1	14%	5%	-0.2%	9%	1%	-2%	0.9	8%	i
CCC/C(=N/NC(=O)c1csc(C)c1C)c1ccc(Cl)s1	0%	4%	0.2%	3%	0%	10%	1.5	12%	i
CN1CCN(C(=O)c2ccc3nc(-c4ccccc4)c(-c4ccccc4)nc3c2)CC1	2%	-1%	0.0%	?	-2%	1%	-1.1	1%	i
CCCCOc1cccc(C(=O)NC(=S)Nc2ccc(Cl)c(C(=O)O)c2)c1	-6%	7%	0.3%	18%	0%	2%	0.6	-3%	i
CC(=O)c1ccc(NC(=O)CN2CCC(C(=O)c3ccc(F)cc3)CC2)cc1	-1%	3%	2.3%	-2%	-7%	0%	-11	-24%	i
